# High-throughput results deposited in PubChem by several laboratories.
# GSK3B inh = human GSK3beta kinase inhibitors, primary screen, biochemical, cell-free homogeneous, HTS. Glycogen synthase kinase-3 beta (Homo sapiens), P49841. GST-GSK3beta kinase, ADP-Glo luminescence, 60 min; hits give low values. activity score (negative = inhibition), % at 10 µM. actives 0.038% (n = 300,000);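 active means more than half of replicate wells score below -50%, meaning over 50% inhibition versus plate controls; inconclusive means some replicates but at most half score below -50%; inactive means no replicate scores below -50%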;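 further: 0% = median DMSO wells and -100% = median GW8510 positive control wells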
#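 Assay system: GST-fused GSK3beta enzyme, cell-free / Medium: Tris pH 7.5 buffer with MgCl2, DTT, BSA, heparin / Also added: peptide substrate plus 25 µM ATP (final) / Compound: 10 µM single point / Timing: kinase reaction with compound 60 min at room temperature / Detection: ADP-Glo luminescence / Benchmarks: DMSO neutral wells and GW8510 at 20 µM as positive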
# PolyA inh = polyadenylation inhibitors in yeast reporter cells, primary screen, luminescence, S. cerevisiae; actives 0.02% (n = 300,000); S. cerevisiae SKY197-pL101 polyadenylation reporter, beta-gal luminescence; efflux-impaired pdr1/pdr3 knockout yeast; score 100 = 6 SD above DMSO; calls only at 12 µM;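 active means lowest replicate activity score at least 50, where 100 means six control SD above control mean; inconclusive means lowest score under 50 but half or more replicates reach 50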;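 further: yeast exposed to compound for 9 h at 30 °C; higher score means more reporter readthrough which indicates perturbed polyadenylation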
# RGS4 pot = RGS4 potentiators or activators, primary screen, cell-based, HEK293 M3R inducible RGS4, calcium flux. actives 0.92% (n = 310,000). carbachol calcium flux Fluo4; hits give low values. B-score at 10 µM;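 active means B-score of the integrated calcium signal more than 4 SD below the library mean, with starting fluorescence not abnormally high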;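 further: negative B-score means reduced calcium response which marks RGS4 activation or potentiation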
#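 Material: M3R-expressing HEK293 line, RGS4 induced by doxycycline | Schedule: Overnight RGS4 induction, 30 min dye load 37 °C, 20 min compound RT | Measured by: Fluo4 fluorescence kinetic imaging of calcium | Read-out: Integrated calcium ratio converted to B score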
# hERG protect = hERG rescue from dofetilide block, primary screen, cell-based, CHO-hERG, FluxOR thallium flux, dofetilide IC70 | actives 0.51% (n = 310,000) | dofetilide IC70 present | Voltage-gated inwardly rectifying potassium channel KCNH2 (Homo sapiens), Q12809 | AID 1511, 2009 | activation (rescue from dofetilide block), less the hit threshold, % at 10 µM;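 active means activation above the mean of controls blocked by dofetilide plus 5 SD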;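 further: thallium influx through hERG after potassium depolarization seen as dye fluorescence rise; in these data hits start at about 4.7%; inactives centre near -7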
# KCNK9 block = KCNK9 potassium channel inhibitors, primary screen, HEK293 cells, thallium flux | B-score at 10 µM | FluxOR thallium flux fluorescence; hits give low values | AID 488922, 2010 | Potassium channel subfamily K member 9 (Homo sapiens), Q9NPC2 | actives 1.2% (n = 310,000);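 active means ratio B-score over 3 SD below the library mean, with starting fluorescence within 5 SD of its mean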;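 further: negative B-score means less thallium flux so channel inhibition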
# KCNK3 block = human KCNK3 channel inhibitors, primary screen, CHO cells, FluxOR thallium flux, B-score; FluxOR fluorescence; hits give low values; B-score at 10 µM; actives 0.84% (n = 340,000); AID 602410, 2012;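 active means B-score under library mean minus 4 SD, starting fluorescence ratio at most library mean plus 5 SD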;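 further: more negative B-score means stronger inhibition of thallium flux through KCNK3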
# Target sequence (O14649 whole entry, looked up): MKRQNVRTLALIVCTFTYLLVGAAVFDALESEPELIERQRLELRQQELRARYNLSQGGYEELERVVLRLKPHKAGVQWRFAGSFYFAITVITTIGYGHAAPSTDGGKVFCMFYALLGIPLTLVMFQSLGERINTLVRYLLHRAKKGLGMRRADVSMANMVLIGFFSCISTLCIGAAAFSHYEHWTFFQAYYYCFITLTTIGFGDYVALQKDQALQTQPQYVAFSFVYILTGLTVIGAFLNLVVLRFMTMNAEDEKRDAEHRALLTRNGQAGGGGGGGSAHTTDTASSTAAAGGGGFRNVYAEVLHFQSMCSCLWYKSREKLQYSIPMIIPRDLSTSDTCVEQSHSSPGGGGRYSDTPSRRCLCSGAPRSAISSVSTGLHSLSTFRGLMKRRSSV
# KCNQ1 inh = inhibitors of human KCNQ1 channel, primary screen, cell-based, thallium flux, high-throughput; Potassium voltage-gated channel subfamily KQT member 1 (Homo sapiens), P51787; CHO-K1 KCNQ1, FluxOR thallium flux fluorescence; hits give high values; B-score at 10 µM; actives 1.3% (n = 310,000);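 active means compounds whose thallium flux B-score, printed positive for inhibition, exceeds three library SD while starting fluorescence stays within three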;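 further: channel opened by potassium depolarization with thallium stimulus after 20 min compound exposure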
# Target sequence (P51787 whole entry, looked up): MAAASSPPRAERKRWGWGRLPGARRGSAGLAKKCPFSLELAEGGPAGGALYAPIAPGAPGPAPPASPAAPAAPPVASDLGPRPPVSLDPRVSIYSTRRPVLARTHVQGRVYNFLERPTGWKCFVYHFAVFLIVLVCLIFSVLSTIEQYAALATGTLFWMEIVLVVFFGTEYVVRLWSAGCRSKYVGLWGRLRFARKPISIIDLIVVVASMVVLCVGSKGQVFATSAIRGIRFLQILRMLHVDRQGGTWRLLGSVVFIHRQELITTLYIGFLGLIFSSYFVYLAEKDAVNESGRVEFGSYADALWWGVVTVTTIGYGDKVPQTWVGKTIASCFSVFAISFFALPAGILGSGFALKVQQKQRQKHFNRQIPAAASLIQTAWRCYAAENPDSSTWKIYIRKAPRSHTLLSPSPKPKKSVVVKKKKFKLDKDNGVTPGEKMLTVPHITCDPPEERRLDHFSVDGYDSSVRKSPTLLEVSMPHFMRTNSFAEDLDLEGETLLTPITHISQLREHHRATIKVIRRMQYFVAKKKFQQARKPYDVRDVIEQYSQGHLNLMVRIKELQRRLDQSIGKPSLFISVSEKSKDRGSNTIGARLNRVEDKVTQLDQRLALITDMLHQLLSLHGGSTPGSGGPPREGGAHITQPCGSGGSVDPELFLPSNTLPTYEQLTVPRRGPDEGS
# HDAC3 inhib = HDAC3 deacetylase inhibitors, primary screen, biochemical, fluorescence, cell-free homogeneous. Histone deacetylase 3 (Homo sapiens), O15379. AID 2718, 2010. actives 0.15% (n = 320,000). recombinant HDAC3, fluorogenic peptide/trypsin coupled. inhibition, % at 8.3 µM; in the data active means inhibition above about 26%, passing the limit was not always enough; inconclusive means no clear call, values can overlap the other calls
# KCNQ1 pot = potentiators or activators of KCNQ1 channel, primary screen, cell-based, thallium flux, high-throughput; Potassium voltage-gated channel subfamily KQT member 1 (Homo sapiens), P51787; CHO-K1 KCNQ1, thallium flux FluxOR fluorescence; hits give high values; B-score at 10 µM; actives 0.35% (n = 310,000); AID 2648, 2010;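 active means fluorescence ratio B-score, a plate-corrected score, at least three library SD, with initial intensity B-score within 5 SD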
#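 assay system = CHO-K1 cells stably expressing KCNQ1 | medium = assay buffer, equal DMSO in all wells | timing = 37 °C overnight plating, 90-min dark dye load, 20-min compound pretreatment | measured by = kinetic FluxOR thallium fluorescence, 10-s 1-Hz baseline, 110-s post-stimulus read | measure = fluorescence change relative to baseline, converted to B score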
# GSK3A inh = blockers of GSK3A enzyme activity – biochemical, luminescence, cell-free homogeneous, HTS, primary screen; Glycogen synthase kinase-3 alpha (Homo sapiens), P49840; GSK-3 alpha kinase, ADP-Glo luminescence, 60 min; inhibition, % at 10 µM; actives 0.1% (n = 320,000);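 in the data active means inhibition above about 50%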;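 further: GST-tagged GSK-3 alpha with peptide substrate and 25 µM ATP; 0% = DMSO neutral wells and 100% = GW8510 positive control wells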
# DYRK1A inh = rat Dyrk1A kinase inhibitors, primary screen, biochemical, single point, plate reader; inhibition, % at 12.5 µM; ADP-Glo luminescence, NFATc1 peptide; actives 0.43% (n = 310,000); in the data active means inhibition above about 50%;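 further: plate controls were vehicle with enzyme for no effect and no enzyme for full effect; many of its hits are not listed in these tables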
# * marks the source's active call; other numbers are inactive results; i = inactive; ? = inconclusive; / = no result given. The list is partial; count on the stated rates, not on these rows.
mol,GSK3B inh,PolyA inh,RGS4 pot,hERG protect,KCNK9 block,KCNK3 block,KCNQ1 inh,HDAC3 inhib,KCNQ1 pot,GSK3A inh,DYRK1A inh
COc1ccc([C@@H](C)NC(=O)c2ccc3oc(C(C)C)nc3c2)cc1,2,i,i,-9,i,i,i,3,i,-1,-5
Cc1cc(C(F)(F)F)n2nc(-c3cnn(C)c3C(F)(F)F)c(Cl)c2n1,4,i,i,-11,i,i,i,7,i,-1,2
CC1CCCC(C(=O)O)N1C(=O)CCSSCCC(=O)N1C(C)CCCC1C(=O)O (centres undefined),5,i,i,-11,i,i,i,2,i,4,0
C/C(=N\NC(=O)CNc1cccc(C(F)(F)F)c1)c1ccc(Br)cc1,2,i,i,-6,i,i,i,-4,i,-1,3
COc1cccc(-n2c(CCn3nc(C)c([N+](=O)[O-])c3C)n[nH]c2=S)c1,4,i,i,-2,i,i,i,7,i,-3,-3
CCn1c(=S)sc2c(=O)n(CC(=O)Nc3cccc(OC)c3)c(C)nc21,-3,i,i,-10,i,i,i,7,i,-3,-2
CCC(=O)NC(=S)Nc1ccc(NC(=O)c2ccc([N+](=O)[O-])cc2)cc1,3,i,i,-6,i,i,i,6,i,13,0
Cc1ccc(NC(=O)CN2C(=O)C(C)Oc3ccccc32)nc1 (centres undefined),1,i,i,-12,i,i,i,3,i,0,-2
CCCOC(=O)c1ccc(-c2c(C)noc2-c2ccc(OC)cc2O)o1,/,i,i,-12,i,i,i,13,i,4,9
Fc1cccc(Cc2noc(CN3CCCCC3c3ccccn3)n2)c1 (centres undefined),0,i,i,-3,i,i,i,4,i,-2,1
Cc1sc2nc(SCc3ccccc3)n(Cc3ccco3)c(=O)c2c1C,/,i,i,-7,i,i,i,7,i,3,-24
CCOC(=O)c1ccc(-c2ccc(/C=N/NC(=O)CN(c3ccccc3Cl)S(C)(=O)=O)o2)cc1,-2,i,i,-7,i,i,i,-2,i,-1,-7
COc1ccc(C(C)NC(=O)Cc2cccs2)cc1OC (centres undefined),2,i,i,-6,i,i,i,-2,i,0,-8
O=C(NC(=S)Nc1cc([N+](=O)[O-])ccc1O)C1CC1,-8,i,i,-10,i,i,i,5,i,7,/
COc1ccccc1NC(=O)C1=C(C)Nc2nnnn2C1c1cccc(Br)c1 (centres undefined),-2,i,i,-15,i,i,i,0,i,-1,-3
Cc1ccc(-c2cc(C(=O)NCCCN3CCCC3)c3ccccc3n2)cc1C,0,i,i,-20,i,i,i,-20,i,-2,/
COc1ccc(N(C(=O)c2cnccn2)C(C(=O)NC2CCCCC2)c2ccc(O)cc2)cc1 (centres undefined),2,i,i,-6,i,i,i,8,i,0,-5
COc1ccc(-c2nnc(SCC(=O)NCc3cccs3)n2CC(C)C)cc1,1,i,i,-4,i,i,i,-11,i,10,-2
CC(C)(C)c1ccc(C(=O)N2CCC(C(=O)c3ccccc3)CC2)cc1,-2,i,i,-6,i,i,i,1,i,-1,-3
COc1ccc(NC(=O)CSc2nccn2Cc2ccc(F)cc2)cc1,-2,i,i,-15,i,i,i,-3,i,0,-2
O=C(CN1CCN(Cc2ccc3c(c2)OCO3)CC1)c1c[nH]c2ccccc12,0,i,i,-9,i,i,i,3,i,-1,-5
COc1ccc(CCNC(=O)c2ccc(-c3ccc([N+](=O)[O-])cc3)o2)cc1OC,-1,i,i,-4,i,i,i,12,i,2,2
COc1cccc(C(=O)N2N=C(c3ccccc3)CC2(O)C(F)(F)F)c1 (centres undefined),1,i,i,-4,i,i,i,/,i,/,5
COc1ccc(CN(C(=O)CNC(=O)c2ccco2)C(C(=O)NCC2CCCO2)c2ccc(OC)c(OC)c2)cc1 (centres undefined),-4,i,i,-8,i,i,i,?,i,-3,-6
COc1ccc(-c2cc(C(=O)NCCN3CCOCC3)no2)cc1OC,2,i,i,-3,i,i,i,-2,i,-2,1

# Looked up by structure from the entries so far, two records:
mol,GSK3B inh,PolyA inh,RGS4 pot,hERG protect,KCNK9 block,KCNK3 block,KCNQ1 inh,HDAC3 inhib,KCNQ1 pot,GSK3A inh,DYRK1A inh
COc1cccc(C(=O)N2N=C(c3ccccc3)CC2(O)C(F)(F)F)c1 (centres undefined),1,i,i,-4,i,i,i,/,i,/,5
COc1ccc(-c2nnc(SCC(=O)NCc3cccs3)n2CC(C)C)cc1,1,i,i,-4,i,i,i,-11,i,10,-2

# More entries follow:
mol,GSK3B inh,PolyA inh,RGS4 pot,hERG protect,KCNK9 block,KCNK3 block,KCNQ1 inh,HDAC3 inhib,KCNQ1 pot,GSK3A inh,DYRK1A inh
O=C1CC(c2ccccc2)c2ccc(O)cc2O1 (centres undefined),0,i,i,-10,i,i,i,2,i,/,-6
Cc1cc(C)n(/C(=C\N(C)C)C(=O)c2ccc(Cl)cc2)n1,4,i,i,5.6*,i,i,i,-11,i,-3,/
O=C(NCc1ccccc1Cl)C1CCCN(c2ncnc3c2nc2n3CCCCC2)C1 (centres undefined),-2,i,i,-9,i,i,i,-4,i,3,1
Cc1nn(-c2cc(N(S(C)(=O)=O)S(C)(=O)=O)c(Cl)cc2Cl)c(=O)n1C,2,i,i,2,i,i,i,4,i,-1,-2
CC1=C(C(=O)Nc2ccc(CC(=O)NCc3ccc(OC(C)C)cc3)cc2)SCCO1,1,i,i,-6,i,i,i,4,i,-6,-3
CCc1ccccc1NC(=O)CN(C1CCCCC1)S(C)(=O)=O,0,i,i,0,i,i,i,2,i,-3,6
CCOC(=O)c1c(CNCCN(CC)CC)n(C)c2cc(Br)c(OC)cc12,-5,i,i,-8,i,i,i,5,i,12,1
S=C1SCN(Cc2cccnc2)CN1Cc1cccnc1,2,i,i,-9,i,i,i,-10,i,-2,/
CC(/C=N/NC(=O)c1cc(-c2cccnc2)nc2c1c(C)nn2-c1ccccc1)=C\c1ccccc1,0,i,i,-36,i,i,i,-3,i,0,-5
O=C(c1ccc(S(=O)(=O)Cc2cc(F)ccc2F)c([N+](=O)[O-])c1)N1CCCCC1,5,i,i,-3,i,i,i,1,i,-3,4
COCCn1c(SCC(=O)Nc2cc(C)cc(C)c2)nnc1C(C)C,-1,i,i,-7,i,i,i,-2,i,2,-14
O=C(N/C=C\c1ccccc1)NCc1ccc(Cl)cc1,2,i,i,-1,i,i,i,0,i,0,0
CCc1nc(SCC(=O)N2CC(=O)Nc3ccccc32)c2c(C)c(C)sc2n1,-1,i,i,-11,i,i,i,0,i,3,5
O=C(c1ccc2c(=O)n(Cc3ccc4c(c3)OCO4)c(=S)[nH]c2c1)N1CCCCC1,-2,i,i,-2,i,i,i,2,i,-1,3
COc1ccc(CN2C(=O)C(CC(C)C)Nc3ncnc(N4CCCCC4)c32)cc1 (centres undefined),0,i,i,-16,i,i,i,13,i,0,-1
Cc1ccc(CS(=O)(=O)c2ccc(C(=O)N3CCCCC3)cc2[N+](=O)[O-])cc1,4,i,i,-12,i,i,i,4,i,1,/
O=C(CO/N=C/c1ccc(OC(F)F)cc1)NC1CCCCC1,4,i,i,-6,i,i,i,3,i,-1,-4
Cc1noc(NS(=O)(=O)c2ccc(NC(=O)CSc3nc4c(cc3C#N)CCC4)cc2)c1C,-3,i,i,-6,i,i,i,1,i,-5,-1
COc1ccc(NC(=O)CSc2nc3nc(C)cc(C)c3c(=O)[nH]2)cc1,-19,i,i,-5,i,i,i,-4,i,-7,-6
Fc1ccccc1NC(=S)N1CCN(Cc2ccccc2)CC1,-5,i,i,-1,i,i,i,0,i,-2,-1
CCOC(=O)c1cnc2c(-c3ccccc3)c(-c3ccccc3)nn2c1C,0,i,i,-8,i,i,i,-16,i,-2,-1
O=C(CCC(=O)N(CC(=O)NC1CCCCC1)Cc1ccco1)Nc1nccs1,0,i,i,-9,i,i,i,1,i,7,-5
COc1ccc(NC(=S)Nc2cccc3cnccc23)cc1,2,i,i,-9,i,i,i,-2,i,4,56*
CCNC(=O)COc1ccc(Br)cc1Cl,3,i,i,-6,i,i,i,-3,i,1,-4
Cc1ccc(NC(=O)CC2CCCC2)c(Br)c1,0,i,i,-10,i,i,i,3,i,4,-4
CC(=O)Nc1ccc(S(=O)(=O)Nc2nc3ccccc3nc2Nc2ccc(O)cc2)cc1,1,i,i,-11,i,i,i,4,i,1,/
COc1ccc(CN2C(=O)CSC2c2ccncc2)cc1 (centres undefined),0,i,i,-8,i,i,i,-2,i,1,-5
Cc1ccc(-n2c(=S)sc3c(=O)n(-c4ccccc4C)c(SCC(=O)O)nc32)cc1C,0,i,i,-8,i,i,i,2,i,-3,-5
CCOc1ccc(S(=O)(=O)NCc2ccccn2)cc1,-1,i,i,-4,i,i,i,5,i,-1,12
CC(=O)c1ccc(NC(=S)Nc2cccc(S(=O)(=O)Nc3c(C)n(C)n(-c4ccccc4)c3=O)c2)cc1,2,i,i,-11,i,i,i,2,i,-1,10
CC(=O)N1CCc2cc(S(=O)(=O)CCC(=O)N3CCC(C)CC3)ccc21,-2,i,i,-2,i,i,i,1,i,-14,3
Cc1ccccc1NC(=O)c1ccc(COc2ccc3c(C)cc(=O)oc3c2)cc1,0,i,i,-6,i,i,i,/,i,-4,-6
